# A3A deaminase: inhibitors of human APOBEC3A DNA deaminase; P31941; recombinant A3A, FAM/TAMRA ssDNA deamination fluorescence; inhibition, % at 20 µM; hit rate 0.41% among 330,000;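 active means at least 40% inhibition at 20 µM here, with at most 30% in a related deaminase screen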;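 further: plate controls were A3A with DMSO for no effect and wells lacking A3A enzyme for full effect; some results filed as inactive read as strong as hits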
# APOBEC3G inh: APOBEC3G (human) deaminase inhibition; Q9HC16; recombinant A3G, ssDNA deamination FAM/TAMRA fluorescence; inhibition, % at 20 µM; hit rate 0.28% among 330,000;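 active means inhibition of at least 40% at 20 µM, with no more than 30% in the related APOBEC3A deaminase screen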;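 further: plate controls were DMSO wells with A3G for no effect and wells lacking A3G enzyme for full effect; some compounds called inactive have numbers as strong as hits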
# Target sequence (Q9HC16 whole entry, looked up): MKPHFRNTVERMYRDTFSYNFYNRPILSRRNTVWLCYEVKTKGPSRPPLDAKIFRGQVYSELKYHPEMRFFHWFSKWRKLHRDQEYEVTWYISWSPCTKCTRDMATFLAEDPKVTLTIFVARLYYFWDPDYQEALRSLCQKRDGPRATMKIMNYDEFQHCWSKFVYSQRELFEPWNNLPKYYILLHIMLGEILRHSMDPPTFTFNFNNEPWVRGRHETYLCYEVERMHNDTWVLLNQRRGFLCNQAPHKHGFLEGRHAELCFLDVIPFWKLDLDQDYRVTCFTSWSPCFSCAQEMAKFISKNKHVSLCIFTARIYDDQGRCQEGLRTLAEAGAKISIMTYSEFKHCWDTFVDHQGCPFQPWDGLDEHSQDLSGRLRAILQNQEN
# hIAP block: human IAP inhibition; hit rate 0.12% among 330,000; inhibition, % at 10 µM; purified IAP, CDP-Star luminescence, 30 min;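 active means inhibition reaching a set limit with compound at 10 µM in the primary screen, cut at about 35% in these data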;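 further: plate controls were DMSO wells with enzyme for no effect and no-enzyme buffer wells for full effect; values of inactives mirror those of a sister screen read the other way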
# Target sequence (P09923 whole entry, looked up): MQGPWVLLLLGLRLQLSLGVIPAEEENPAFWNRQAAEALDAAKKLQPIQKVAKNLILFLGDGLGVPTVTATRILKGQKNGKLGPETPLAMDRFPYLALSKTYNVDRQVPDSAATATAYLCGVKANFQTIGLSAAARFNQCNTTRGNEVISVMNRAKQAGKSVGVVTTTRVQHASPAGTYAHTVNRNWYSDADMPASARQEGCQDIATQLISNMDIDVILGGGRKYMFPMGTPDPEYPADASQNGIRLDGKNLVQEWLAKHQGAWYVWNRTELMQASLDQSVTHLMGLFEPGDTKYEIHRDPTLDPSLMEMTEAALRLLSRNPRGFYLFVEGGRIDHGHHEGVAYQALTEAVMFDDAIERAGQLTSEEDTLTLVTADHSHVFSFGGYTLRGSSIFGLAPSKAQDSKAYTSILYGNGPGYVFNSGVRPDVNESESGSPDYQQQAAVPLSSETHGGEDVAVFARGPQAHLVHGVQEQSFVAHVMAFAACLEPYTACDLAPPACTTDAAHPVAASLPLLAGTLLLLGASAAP
# mIAP activ: increases mouse intestinal alkaline phosphatase activity; muIAP, CDP-Star luminescence, 30 min; hits give high values; 1 = vehicle-only enzyme signal, 0 = enzyme-free wells; activation factor at 10 µM; hit rate 0.24% among 330,000;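 active means activation factor of at least 2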; further: the source names both 10 and 20 µM as test concentration; values of inactives mirror those of a sister screen read the other way
#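 System: mouse IAP enzyme. Reagent: CDP-Star chemiluminescent phosphatase substrate. Benchmarks: DMSO wells, no-enzyme wells. Times: 30 min enzyme-substrate-compound incubation at room temperature. Detection: luminescence from enzymatic CDP-Star hydrolysis. Doses: test compounds delivered from DMSO solution.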
# ATG4B inhibitor: blocks human ATG4B protease cleavage of LC3 substrate; Q9Y4P1; AID 504462; hit rate 0.51% among 340,000; ATG4B cleavage of LC3-PLA2, NBD-HPC fluorescence, 1 h; inhibition, % at 8.33 µM; in the data active means inhibition above about 40%
# MPTP block: blocks calcium-induced mitochondrial swelling; isolated mouse mitochondria, Ca2+ swelling absorbance, 30 min; inhibition, % at 10 µM; hit rate 1.4% among 360,000; AID 602449;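 active means inhibition of 50% or more, scaled per plate between neutral and stimulator controls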;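 further: 0% = DMSO wells given calcium and 100% = 1 mM EGTA wells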
# MIN6 prolif: MIN6 beta-cell proliferation induction; MIN6 cells proliferation, ATPlite luminescence, 48 h; cells starved in 0.2% serum; 100% = growth in 10% serum; proliferation, % at 10 µM; hit rate 0.29% among 330,000;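 active means compounds whose signal lies at least 3.5 SD above the mean of all wells on their plate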;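 further: 0% = DMSO-treated cells in low-serum medium and 100% = 10% serum control; some compounds called inactive have numbers as strong as hits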
# hIAP activ: increases human intestinal alkaline phosphatase activity | P09923 | purified human IAP, CDP-Star luminescence, 30 min; hits give high values; 1 = vehicle-only enzyme, 0 = enzyme-free background | activation factor at 10 µM | hit rate 0.16% among 330,000;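 active means activation factor of the enzyme at least 2-fold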; further: the source names both 10 and 20 µM as test concentration; values of inactives mirror those of a sister screen read the other way
# mIAP inh: mouse IAP inhibition; purified mouse IAP, CDP-Star luminescence, 30 min; inhibition, % at 10 µM; hit rate 0.2% among 330,000;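 active means inhibition of at least 40% at 10 µM in the primary screen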;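 further: plate controls were DMSO with enzyme for no effect and no enzyme wells for full effect; values of inactives mirror those of a sister screen read the other way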
# Active calls of the source: *.
SMILES,A3A deaminase,APOBEC3G inh,hIAP block,mIAP activ,ATG4B inhibitor,MPTP block,MIN6 prolif,hIAP activ,mIAP inh
COc1ccc(CS(=O)c2nc(C)cc(C)c2S(C)(=O)=O)cc1 (stereo not given),0,-2,4,0.92,5,1.0,-4,0.96,8
O=C1Nc2ccccc2C1Cc1ccccc1 (stereo not given),-5,-7,0,1.1,-3,0.6,3,1,-12
CC(C)N1CCC(N2CCN(CCCn3cccn3)CC2CCO)CC1 (stereo not given),-3,-3,18,0.92,25,0.3,1,0.81,8
NC(=O)Cn1nc(-c2ccccc2)nc1-c1ccccc1,-2,-4,6,1,5,1.5,-3,0.94,-1
CCC(=O)Oc1ccc2c(C)cc(=O)oc2c1C(=O)CC,2,-3,12,1.1,-6,4.2,0,0.88,-5
COc1ccc(C(=O)Oc2ccc(/C=N/NC(=O)c3cccnc3)cc2OC)cc1,-1,-2,1,0.91,-40,0.2,-4,0.99,9
CC(C)Nc1ncnc2c1cnn2-c1ccccc1,-2,-5,-6,0.93,-6,-0.4,-4,1.1,7
O=C1CC(c2ccco2)=Nc2ccccc2N1,-1,-6,3,0.96,-8,-1.2,2,0.97,4
CCOC(=O)c1ccccc1NS(=O)(=O)c1ccc(OC)cc1,-2,-6,3,1,-6,4.0,0,0.97,-2
CCC(CC)NC(=O)c1cc(S(=O)(=O)N2CCCCC2)ccc1N1CCOCC1,1,-5,-7,1.2,-5,0.9,-1,1.1,-18
CCOc1ccc(C(=O)c2cc([N+](=O)[O-])ccc2Cl)cc1,-6,-5,2,0.93,-5,0.9,-2,0.98,7
CCOc1ccc(C(=O)Nc2cccc(C(=O)O)c2C)cc1Cl,8,-11,-5,1,3,-1.4,0,1,-4
Cc1ccccc1S(=O)Cc1ccc(C(=O)NCCN2CCOCC2)o1 (stereo not given),0,-2,18,0.95,-1,1.0,-1,0.82,5
O=C(c1ccc2nc[nH]c2c1)N1CCN(c2ncc(C(F)(F)F)cc2Cl)CC1,2,-3,-33,0.91,-1,1.0,-1,1.3,9
O=S(=O)(Nc1nc2ccccc2nc1Cl)c1ccc2c(c1)OCCO2,0,-5,2,1.1,-6,-0.1,-1,0.98,-8
CCCN1C2CCCC1CC(NC(=S)Nc1ccc(OC)cc1)C2 (stereo not given),-7,-11,-7,1.2,-5,-1.4,0,1.1,-21
O=C(NCc1ccncc1)C1CCCN(S(=O)(=O)c2ccc(Br)cc2)C1 (stereo not given),4,-4,-12,0.97,-5,-0.9,2,1.1,3
COC(=O)c1ccc(NC(=O)CNc2ccccc2)cc1,1,-5,-14,1.1,-6,3.7,-5,1.1,-7
CC(C)[C@H](NC(=O)c1ccco1)C(=O)NC12CC3CC(CC(C3)C1)C2,-11,-1,-2,1.2,1,-0.3,0,1,-19
COc1ccccc1-c1nnc(SC(C(=O)c2c[nH]c3ccccc23)c2ccccc2)n1C (stereo not given),-2,-15,-21,0.93,14,1.0,-6,1.2,7
COC(=O)C1CCN(C(=O)COC(=O)[C@@H]2CC(O)CN2S(=O)(=O)c2ccc3c(c2)OCCO3)CC1 (stereo not given in full),0,-5,2,1,-9,0.9,0,0.98,-5
CN(CC(=O)Nc1cccc(F)c1)C(=O)c1ccc2c(=O)n3c(nc2c1)CCC3,1,-3,-10,0.99,-5,-2.9,1,1.1,1
CC1=C(C)NC(=S)SC1,-5,0,2,0.94,-12,-1.4,-1,0.98,6
Cc1c(Cl)cccc1NC(=O)CCC(=O)NNC(=O)CCC(=O)O,1,0,-11,0.87,-5,0.6,-2,1.1,13
Clc1ccc(N=C2SCCS2)cc1,4,-7,6,1,0,0.2,1,0.94,-3
O=C(NCCC1=CCCCC1)C1CCC(CNc2c(N3CCCCC3)c(=O)c2=O)CC1 (stereo not given),-3,-6,-7,1.1,13,1.4,-1,1.1,-9
O=C(Cc1ccc(F)cc1)Nc1nnc(SCC(=O)NC2CCCC2)s1,-1,-13,-2,1.1,-10,1.0,-1,1,-12
CC1/C(=N/O)CC(c2ccco2)NC1c1ccco1 (stereo not given),-1,-3,21,0.96,-7,1.2,0,0.79,4
COc1cc(C(=O)NC(C)c2ccc(S(N)(=O)=O)cc2)ccc1OCC(=O)N1CCOCC1 (stereo not given),2,-7,4,1,11,0.9,0,0.96,-1
CCn1c(SCC(=O)N2CCN(c3ccccc3)CC2)nnc1-c1cc2cc(Cl)ccc2o1,4,-2,0,0.95,-5,2.3,-2,0.99,5
CCCc1ccccc1OCCNC(C)=O,-6,-3,-36,1.1,4,1.7,1,1.4,-6
CN1CCN(C(=S)Nc2ccc(Cl)cc2Cl)CC1,-2,-6,5,1,-2,-1.1,-3,0.95,-1
COc1ccc(CCC(=O)NCCS(=O)(=O)N2CCN(c3ccccc3)CC2)cc1,-4,-9,-27,1,-4,-0.1,-1,1.3,-4
CCOCCN1CCN(c2c(CC)c(C)nc3cc(-c4cc(OC)cc(OC)c4)nn23)CC1,-3,-3,-3,0.96,-30,-0.4,-4,1,4
CSc1nc(NS(=O)(=O)c2ccc(F)cc2F)nn1C,-4,-9,-6,1,-6,0.9,0,1.1,-1
CCCCCCc1ccc(N2C[C@H](Cc3ccccc3)[C@@H](CC(=O)NCc3ccc(OC)cc3)C2=O)cc1,-3,-6,14,2,3,1.9,-8,0.85,-100
Cc1noc(NS(=O)(=O)c2ccc(NC(=O)c3cc(=O)c4ccccc4o3)cc2)c1C,-5,-3,-19,0.94,-4,1.3,-1,1.2,6
Cn1c(SCC(N)=O)nnc1-c1ccc(C(C)(C)C)cc1,-4,-13,-7,1,-3,-0.9,0,1.1,-2
CSC1=NC2C(N1)N(C)C(=O)N2C (stereo not given),58*,20,-6,0.98,-4,0.4,-2,1.1,2
O=C(Nc1cccc(S(=O)(=O)NC2=NCCC2)c1)c1c(F)cccc1Cl,2,-2,-2,0.97,-8,-1.0,-1,1,3
CC(=O)N[C@@H](Cc1ccc(OC(F)(F)F)cc1)C(=O)O,-5,-6,11,1.1,-10,0.7,2,0.89,-8
Cc1ccc(N2C(=O)C3C4C=CC(CNC(=S)N5CCN(c6ccccc6)CC5)(O4)C3C2=O)cc1 (stereo not given),-9,22,-7,1,0,3.9,-1,1.1,-4
COC(=O)[C@]1(C)N[C@H](CN(C)S(=O)(=O)c2ccc(OC(F)(F)F)cc2)[C@@H]2C(=O)N(C)C(=O)[C@@H]21,-5,-7,10,0.95,-4,0.2,1,0.9,5
CN(C)C1=NCCN1CCC1CCCCC1,-1,-5,9,1.1,13,0.6,3,0.91,-8
O=C(NNC(=O)c1c(F)cccc1F)c1ccccc1OC(F)(F)F,-4,-4,-18,1.1,-6,2.3,-3,1.2,-5
CCn1c(CC(=O)Nc2ccc(OC)cc2)nnc1SCC(=O)N1CCOCC1,-3,-4,-8,0.99,-1,-0.1,3,1.1,1
O=C(Cc1cccs1)NNC(=O)c1ccc(F)cc1,-5,-5,6,0.9,2,-0.4,1,0.94,10
COc1cc(-c2nnc(SCC(=O)OC3CCCCC3)o2)cc(OC)c1OC,-5,-2,-4,1.1,-5,0.1,-4,1,-7
CO/N=C(/c1nonc1N)N1CCN(c2ccc([N+](=O)[O-])cc2)CC1,1,-6,15,0.88,-2,-1.9,11*,0.85,12
Cc1ccc(C(=O)OCC(=O)NCCC2=CCCCC2)cc1N,-2,-9,-16,1.2,-8,3.4,0,1.2,-17
CCC1CCCCN1C(=O)CCC(=O)Nc1nnc(C(F)(F)F)s1 (stereo not given),-2,0,-21,1,6,1.7,-2,1.2,-4
CC1=C(C#N)C(=O)N(C)C(C)(C)C1,0,0,-8,1.1,-2,-2.4,-2,1.1,-8
CC(NC(=S)NCc1ccc(F)cc1)C12CC3CC(CC(C3)C1)C2 (stereo not given),-1,-7,-26,4.1*,27,80*,-5,1.3,-308
Cc1c(C)c(C)c(S(=O)(=O)n2[nH]c(=O)c(CCO)c2C)c(C)c1C,1,-1,-2,0.98,-10,0.2,1,1,2
CC1CCN(S(=O)(=O)c2cccc(C(=O)NC3CCCC3)c2)CC1,-2,-11,10,0.97,1,0.8,-1,0.9,3
COc1ccc(N(CC(O)Cn2c(C)nc3ccccc32)S(=O)(=O)c2ccccc2)cc1 (stereo not given),1,0,-17,0.99,0,-2.5,2,1.2,0
Cc1cc(NC(=O)CCC(=O)N(c2ccccc2)C(C(=O)NC2CCCC2)c2cccs2)no1 (stereo not given),0,-4,-12,1,-3,-0.5,-1,1.1,-1
CC(=O)Oc1ccc(-c2nc3cc(Cl)ccc3c(=O)o2)cc1,2,-5,-6,1,1,-1.3,-2,1.1,-2
Cc1ccc(-c2c(C(=O)NC(C)C)oc(=O)c3ccccc23)cc1,-1,-4,-21,0.95,3,1.5,1,1.2,5
COc1cccc(N2CC(C(=O)Nc3c(C(N)=O)oc4ccccc34)CC2=O)c1 (stereo not given),-3,-6,13,1,-3,-3.4,10,0.87,-1

# Reprinted from the part before: 2 entries, followed by the next part.
SMILES,A3A deaminase,APOBEC3G inh,hIAP block,mIAP activ,ATG4B inhibitor,MPTP block,MIN6 prolif,hIAP activ,mIAP inh
Cc1ccc(-c2c(C(=O)NC(C)C)oc(=O)c3ccccc23)cc1,-1,-4,-21,0.95,3,1.5,1,1.2,5
COc1cccc(N2CC(C(=O)Nc3c(C(N)=O)oc4ccccc34)CC2=O)c1 (stereo not given),-3,-6,13,1,-3,-3.4,10,0.87,-1
COc1ccc(CNC(=O)c2nnn(CC(=O)Nc3cc(C)cc(C)c3)c2N)cc1,6,2,8,1.1,10,0.0,0,0.92,-8
CCC(C)Oc1ccc(C(=O)Nc2ccc(CN3CCOCC3)cc2)cc1 (stereo not given),4,2,-22,1.1,-2,-0.8,-2,1.2,-11
COc1ccc(C(=O)c2cc(C(C)=O)c(Nc3ccccc3)s2)cc1,-4,-1,-12,0.84,12,5.8,-2,1.1,16
O=[N+]([O-])c1ccc(N/N=C/c2ccccc2)c(F)c1,4,-1,13,0.92,-2,83*,-2,0.87,8
Cc1c(NS(=O)(=O)c2cccc(C(=O)Nc3cccc(F)c3)c2)c(=O)n(-c2ccccc2)n1C,-6,-1,-29,0.96,-3,0.0,-5,1.3,4
O=C(COc1ccc(Cl)cc1)OCC(=O)N1CCCCCC1,-9,-2,-4,1,-4,-2.8,1,1,-1
Cc1cccc(NC(=O)CCn2nc(C)cc2C)c1,-3,1,-13,1,-9,-0.9,5,1.1,-5
CCSc1nc2sc3c(c2c(=O)[nH]1)CCc1ccccc1-3,1,-1,-1,1,6,2.1,-2,1,0
CNc1oc(-c2ccc(C)cc2)nc1P(=O)(c1ccccc1)c1ccccc1,-3,-5,-28,1.1,-22,7.2,-6,1.3,-10
CC(C)OC(=O)c1c(NC(=O)c2ccco2)sc2c1CCCCC2,-3,-4,2,0.81,-2,-1.5,-3,0.98,19
Cc1ccc(S(=O)(=O)NCc2ccc3c(c2)OCO3)cc1C,-3,-4,10,1,1,1.6,-2,0.9,-4
CCOC(=O)[C@H]1[C@H]2COc3cc(OC)ccc3[C@@H]2N2C(=O)N(c3ccc(Br)cc3)C(=O)[C@@]12C,2,2,2,1,-9,0.0,-9,0.97,-3

# Screening data (PubChem BioAssay)

# Rows were taken by chance; overall some 3.3% were active at least once.
